Bioassay records: PubChem BioAssay, National Center for Advancing Translational Sciences (NCATS)
IL-2 act = qHTS of IL-2 Activators. IL-2 activation reporter assay, cell-based qHTS; stimulated with anti-CD3/CD4/CD28 beads; in transgenic mouse T cells. activation, % (series mostly up to about 46 µM). 360,000 tested, 0.065% active. AID 652025, 2013; in the data active = activation above about 50%; inconclusive = mostly about 30% to 49%; note: 0% is about no effect
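Unstimulated transgenic mouse T cells; 60-min compound exposure; bead-based TCR/CD4/CD28 stimulation; 18 h culture, 37 degrees C; dual fluorescence (EGFP, DsRed) plate cytometry.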
Abeta rescue = qHTS for compounds that reverse cellular toxicity of Amyloid beta (A-beta) peptide in yeast: Primary Screen | yeast expressing A-beta42, growth rescue, OD600, 48 h; response scale: 0% DMSO, 100% iron-clioquinol control | Potency, µM (highest dose often 46.1 µM), without a hit: top-dose growth rescue, hits mostly activators | 410,000 tested, 0.063% active; note: potency is the fitted concentration of half-maximal effect; nearly all actives have a fitted effect of over 55% in size
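Growth rescue measured by 600 nm absorbance after 48 h yeast culture at 30 C with compound. Values normalized between DMSO and an equimolar ferric chloride plus clioquinol control.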
PLK1 PBD inh = qHTS for Inhibitors of PLK1-PDB (polo-like kinase 1 - polo-box domain): Primary Screen; Serine/threonine-protein kinase PLK1 (Homo sapiens), P53350; Plk1 PBD binding of FITC phosphopeptide, fluorescence polarization; Potency, µM, inactives show max response, negative = inhibition, actives largely listed as inhibitors; 360,000 tested, 2.8% active; AID 720504, 2013; note: potency is the fitted concentration of half-maximal effect; series mostly up to about 57 µM; % is set by controls: 0 for no effect and ±100 for the full control effect; nearly all actives have a fitted effect of over 65% in size
Target sequence (P53350 whole entry, looked up, the tested form may be a part): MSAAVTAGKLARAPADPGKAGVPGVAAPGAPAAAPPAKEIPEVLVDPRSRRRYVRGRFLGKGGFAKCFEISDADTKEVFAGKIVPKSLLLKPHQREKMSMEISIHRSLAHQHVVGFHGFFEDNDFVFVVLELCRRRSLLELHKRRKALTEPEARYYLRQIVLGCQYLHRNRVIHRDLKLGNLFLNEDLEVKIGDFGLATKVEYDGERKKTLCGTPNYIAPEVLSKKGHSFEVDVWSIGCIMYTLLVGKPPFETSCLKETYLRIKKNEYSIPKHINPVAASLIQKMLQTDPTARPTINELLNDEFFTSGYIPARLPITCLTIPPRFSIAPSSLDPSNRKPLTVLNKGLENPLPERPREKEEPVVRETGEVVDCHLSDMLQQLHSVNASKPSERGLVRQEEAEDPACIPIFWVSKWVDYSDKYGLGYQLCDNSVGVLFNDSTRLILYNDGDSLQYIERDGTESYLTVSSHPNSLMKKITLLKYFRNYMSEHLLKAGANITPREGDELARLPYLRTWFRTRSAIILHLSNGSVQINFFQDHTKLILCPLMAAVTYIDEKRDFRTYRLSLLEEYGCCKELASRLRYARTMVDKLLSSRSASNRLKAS
aSyn rescue = qHTS of alpha-syn Inhibitors; Yeast expressing alpha-synuclein, growth rescue, BacTiter-Glo, 24 h; Potency, µM (series often up to 46.1 µM), for the others: top-dose growth rescue (activation), hits mostly activators; 370,000 tested, 0.14% active; AID 652106, 2013; note: potency is the fitted concentration of half-maximal effect; % of control where 0% means no effect; nearly all actives have a fitted effect of over 65% in size
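Screening used galactose-induced yeast with toxic alpha-synuclein levels, exposed to compound for 24 hr at 30 deg C. Cell growth, read with BacTiter-Glo luminescence, gave the measured signal.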
FUS suppressor = qHTS for Suppressors of FUS Proteinopathy: Primary screen using FUS-linked yeast assay | 390,000 tested, 0.24% active | S. cerevisiae FUS-expressing, growth rescue, OD600, 24 h | Potency, µM (titrated, usually from 76.6 µM), for inactives: top-dose growth rescue (activation), actives largely listed as activators | AID 1347120, 2019;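 note: potency is the fitted concentration of half-maximal effect; plate controls were DMSO vehicle for no effect and reference control for full effect; nearly all actives have a fitted effect of over 55% in size; some results filed as inactive show a strong effect at the top dose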
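Cultures pregrown in 2.5% raffinose medium are shifted to minimal medium containing 2% galactose to express toxic FUS. Compounds are tested at several concentrations. After 24hr at 30C, growth is quantified at 600 nm absorbance.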
EPAC1 antagonist = qHTS for Antagonist of cAMP-regulated guanine nucleotide exchange factor 3 (EPAC1): primary screen; AID 720709, 2013; Potency, µM (titrated, usually from 115 µM), for inactives: at the top dose activity change, negative = inhibition, most hits filed as inhibitors; 360,000 tested, 0.14% active; EPAC1 GEF assay, Rap1b-BODIPY-GDP exchange fluorescence; Rap guanine nucleotide exchange factor 3 (Homo sapiens), O95398;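 note: potency is the fitted concentration of half-maximal effect; plate controls were vehicle for no effect and positive control for full effect; nearly all actives have a fitted effect of over 50% in size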
WRN inhibitor = qHTS for Inhibitors of WRN Helicase | WRN helicase unwinding, fluorescent forked duplex, kinetic | Potency, µM (highest dose often 114 µM), inactives show at the top dose activity change, negative = inhibition, most hits filed as inhibitors | 360,000 tested, 0.46% active | AID 651768, 2012; note: potency is the fitted concentration of half-maximal effect; % is set by controls: 0 for no effect and ±100 for the full control effect; nearly all actives have a fitted effect of over 55% in size
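Fluorescence dequenching readout, ex 525 nm/em 598 nm, kinetic mode: forked duplex DNA (100 nM final) with adjacent fluorophore and quencher unwound by WRN (20 nM final) with 2 mM ATP. Compound preincubation 15 min, room temperature.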
PI5P4Ka inh = qHTS for Inhibitors of phosphatidylinositol 5-phosphate 4-kinase (PI5P4K); max response, %; AID 652105, 2013; PI5P4Kalpha enzyme, ADP-Glo luminescence, 60 min; active compounds read low; Phosphatidylinositol 5-phosphate 4-kinase type-2 alpha (Homo sapiens), P48426; 330,000 tested, 1.2% active; active = max response of -50% or lower; inconclusive = between -30% and -50%; inactive = -30% or higher; note: value at the top dose of about 77 µM; % is set by controls: 0 for no effect and ±100 for the full control effect
Target sequence (P48426 whole entry, looked up): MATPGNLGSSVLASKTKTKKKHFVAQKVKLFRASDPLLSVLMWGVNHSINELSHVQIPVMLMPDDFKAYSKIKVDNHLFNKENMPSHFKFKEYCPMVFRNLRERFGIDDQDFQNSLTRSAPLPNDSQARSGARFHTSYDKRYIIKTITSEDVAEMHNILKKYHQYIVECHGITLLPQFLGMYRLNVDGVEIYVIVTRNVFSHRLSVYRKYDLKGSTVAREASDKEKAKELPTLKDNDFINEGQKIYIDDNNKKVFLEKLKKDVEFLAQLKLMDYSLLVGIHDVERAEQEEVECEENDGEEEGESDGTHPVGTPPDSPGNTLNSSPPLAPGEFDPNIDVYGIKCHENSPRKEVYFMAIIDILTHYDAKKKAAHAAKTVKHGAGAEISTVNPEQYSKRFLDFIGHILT
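Single end-point luminescence (ADP-Glo) quantified ADP from PI5P4Kalpha turnover; ATP 5 microM final, 1 h at RT, 0.1% CHAPS and 0.28 mM EGTA in HEPES pH 7.4.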
EPAC1 agonist = qHTS for Agonist of cAMP-regulated guanine nucleotide exchange factor 3 (EPAC1): primary screen. Rap guanine nucleotide exchange factor 3 (Homo sapiens), O95398. EPAC1 agonist qHTS, biochemical assay; response scale: 100% = response to 6.5 mM cAMP. Potency, µM (series often up to 154 µM), without a hit: at the highest dose activation, hits mostly activators. 360,000 tested, 0.073% active. AID 720707, 2013; note: potency is the fitted concentration of half-maximal effect; nearly all actives have a fitted effect of over 60% in size
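Compounds were pinned as a concentration titration into mixtures of EPAC1 (100 nM), BODIPY-GDP-loaded Rap1B (250 nM) and GDP (50 uM). After 5 min at room temperature, fluorescence was followed for 30 min; activity was scaled to 6.5 mM cAMP.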
* = called active by the depositor; ? = inconclusive; . = not tested or not shown; & = joins results of further samples; [ ] = another dose, or the depositor's remark. Unless noted, calls come from the whole dose curve; as a rule, active = well fitted curve in the direction sought with a large enough effect; inconclusive = small, poorly fitted or top-dose-only effect, or another doubt; inactive = no such curve, though single readings can be large; an effect the other way counts as inactive or inconclusive. No enrichment for hits; overall some 4.1% were active at least once.

SMILES	IL-2 act	Abeta rescue	PLK1 PBD inh	aSyn rescue	FUS suppressor	EPAC1 antagonist	WRN inhibitor	PI5P4Ka inh	EPAC1 agonist
C[C@@H]1CN([C@@H](C)CO)C(=O)c2cc(NS(=O)(=O)c3ccc(Cl)cc3)ccc2O[C@H]1CN(C)Cc1ccncc1	-0.1	-17%	-6%	0%	4%	-17%	-5%	-2	2%
CCNC(=S)N/N=C(\C)c1ccc(N2CCOCC2)cc1	-2.1	?	-4%	1%	-2%	2%	1%	-1	-4%
c1ccc(CN2CCN(Cc3cn4cccnc4n3)CC2)cc1	-0.2	-10%	-13%	-5%	12%	1%	1%	-2	3%
Cc1ccc(NC(=O)c2ccc(Cl)c(N3C(=O)C=CC3=O)c2)cc1	-0.7	-94%[inhibitor]	3.4µM*	-71%[inhibitor]	8%	3%	50µM*	-68*	7%
CCOC(=O)C1=C(C)Nc2nc(C)nn2C1c1ccc(OCC)c(OC)c1 (stereo not drawn)	0.3	3%	-10%	1%	-10%	-18%	1%	-9	-4%
COc1cc(/C=C2/SC(=S)N(CCC(=O)N3CCN(C)CC3)C2=O)cc(OC)c1OC	-3.1	14%	1%	-1%	-5%	6%	25%	-3	-13%
COCC(=O)N/N=C(\C)CC(=O)NCc1ccco1	1.6	10%	-3%	7%	4%	-1%	1%	-9	7%
N#Cc1c(-c2ccccc2)nc(SCc2ccc(Cl)cc2)[nH]c1=O	4.0	3%	?	-19%	12%	79µM*	-25%	4	-15%
CC1(C(=O)NCC2CC2)C=CC2(CCCCC2)N1C(=O)c1ccccc1 (stereo not drawn)	-0.1	9%	-14%	-2%	-30%	-9%	4%	-6	-8%
COc1ccc(NC(=O)c2oc3ccccc3c2CSC)cn1	-2.8	5%	-3%	-9%	7%	-6%	-9%	18	-3%
CCOc1ccc(Cl)cc1S(=O)(=O)N1CCC(C(=O)N2CCCC2)CC1	-0.2	3%	-12%	1%	24%	-14%	-27%	-1	4%
CC(C)=NNc1ncnc2nc[nH]c12	-5.5	0%	0%	-5%	.	-2%	-17%	-11	-7%
COc1ccc(N2C(=O)CC(C#N)=C2N)cc1	-2.8	-18%	-2%	3%	18%	-11%	-3%	-1	5%
Clc1ccc(C2NCCc3sccc32)cc1 (stereo not drawn)	2.7	-3%	-16%	-2%	15%	-3%	-28%[57.1 µM]	-1	11%
CC(=O)c1ccc(S(=O)(=O)N(C)CC(=O)NCc2ccco2)cc1	-6.5	0%	3%	-4%	.	13%	-6%	-6	5%
O=C(C1CCN(S(=O)(=O)c2ccccc2)CC1)N1CCN(c2ccccc2F)CC1	-0.7	-9%	-6%	12%	?	-27%	-4%	1	9%
Cc1ccc(NC(=O)CSc2nnc(Cc3cccn3C)n2-c2ccc(F)cc2)cc1	-3.2	6%	2%	8%	25%	-7%	-2%	-15	0%
CCOc1ccc(-c2nc(C)c(C(C)=O)n2O)cc1	-2.6	-2%	-1%	-17%	2%	4%	-6%	.	8%
O=c1ncn(-c2ccc(F)cc2)c2ncccc12	-0.4	-10%	1%	-7%	3%	13%	13%	-5	-5%
CCN(Cc1ccccc1)S(=O)(=O)c1c(C)n(C)c(=O)n(C)c1=O	-4.7	2%	2%	7%	-14%	-1%	2%	-7	-5%
CC(C)c1ccc(OCc2nc(-c3ccccn3)no2)c(Br)c1	-1.1	-6%	0%	8%	13%	-7%	-8%	2	7%
CC(C)[C@H](NC(=O)N1CC(=O)Nc2ccccc21)C(=O)N1CCC(C(=O)O)CC1	-3.4	16%	-7%	1%	5%	6%	-3%	1	-3%
CCOc1ccc(C(O)(CCC(C)C)C(CN2CCOCC2)c2ccccc2)cc1 (stereo not drawn)	-0.7	15%	-5%	0%	31%	-11%	5%	10	-5%
CC(=O)N(Cc1ccccc1)c1ccc(C(=O)O)cc1	-1.7	-1%	-3%	2%	1%	3%	-2%	-5	3%
NS(=O)(=O)c1ccc(CCNC(=O)c2ccc3ccccc3n2)cc1	-3.7	-19%	-9%	1%	-2%	-2%	-6%	-21	5%

Another view of three compounds above:
mol | IL-2 act | Abeta rescue | PLK1 PBD inh | aSyn rescue | FUS suppressor | EPAC1 antagonist | WRN inhibitor | PI5P4Ka inh | EPAC1 agonist
CC(C)c1ccc(OCc2nc(-c3ccccn3)no2)c(Br)c1 | -1.1 | -6% | 0% | 8% | 13% | -7% | -8% | 2 | 7%
CC(C)[C@H](NC(=O)N1CC(=O)Nc2ccccc21)C(=O)N1CCC(C(=O)O)CC1 | -3.4 | 16% | -7% | 1% | 5% | 6% | -3% | 1 | -3%
CCOc1ccc(C(O)(CCC(C)C)C(CN2CCOCC2)c2ccccc2)cc1 (stereo not drawn) | -0.7 | 15% | -5% | 0% | 31% | -11% | 5% | 10 | -5%

Next records
SMILES	IL-2 act	Abeta rescue	PLK1 PBD inh	aSyn rescue	FUS suppressor	EPAC1 antagonist	WRN inhibitor	PI5P4Ka inh	EPAC1 agonist
CCOC(=O)N1CCN(C(=O)C(CC(C)C)NS(=O)(=O)c2ccc(C)cc2)CC1 (stereo not drawn)	1.1	-13%	-6%	0%	15%	1%	-3%	1	7%
Cc1ccc(CNC(=O)CCc2c(C)nn(-c3ccc(N4CCOCC4)nn3)c2C)cc1	1.1	-13%&-17%	6%	-10%	-20%&-9%	14%	3%	-2	-12%
Cc1ccc(S(=O)(=O)NC(C(=O)N2CCN(S(=O)(=O)c3cccc(F)c3)CC2)C(C)C)cc1 (stereo not drawn)	-4.4	7%	-15%	1%	5%	-12%	-2%	-6	-3%
Cn1c(-c2ccccc2F)cc2onc(-c3ccccc3)c2c1=O	-0.6	-5%	-12%	-12%	-17%	-1%	3%	-3	2%
O=S(=O)(c1ccccc1)N1CCC(c2ccccc2)CC1	0.0	-29%	-4%	13%	3%	-6%	-7%	-12	-13%
Cc1ccc(NC(=O)c2ccccc2Br)cc1S(=O)(=O)N(C)C	-3.9	-2%	-5%	-3%	57%	-3%	-12%	-30	5%
Cn1c(=N)c(S(=O)(=O)c2ccc(F)cc2)cc2c(=O)n3ccccc3nc21	-0.2	-10%	-2%	-16%	-10%	7%	3%	-7	-3%
O=C(CNc1ccc2ccccc2c1)N/N=C/c1ccc(OC(=O)/C=C/c2ccco2)cc1	-1.5	-13%	-7%	2%	38%	-12%	-14%	-3	9%
O=C(CCCN1C(=O)/C(=C/c2cccc(Br)c2)SC1=S)N1CCOCC1	-0.7	4%	-22%	10%	6%	-14%	11%	-4	11%
CC(C)(C)OC(=O)C[C@H]1C/C=C\C[C@H](CC(=O)N(CCO)Cc2ccccc2)C(=O)N[C@@H](c2ccccc2)COC1=O	-1.0	-7%	-14%	1%	40%	?	-29%	6	-11%
NS(=O)(=O)c1ccc(CNC(=O)CNC(=O)c2ccc(Br)o2)cc1	-3.5	-6%	-8%	-3%	29%	5%	0%	-3	-1%
CC1CCCC(C)N1/N=C/c1ccc(C#N)cc1 (stereo not drawn)	3.1	4%	1%	-4%	5%	-6%	-4%	-1	6%
O=C(O)c1ccc(N/N=C2/CCSc3ccc(F)cc32)cc1	0.9	-18%	-20%	3%	1%	9%	-10%	0	-1%
O=C1CCc2cc(S(=O)(=O)N3CCN(c4cccc(C(F)(F)F)c4)CC3)ccc2N1	0.7	10%	4%	-1%	22%	-11%	-3%	.	2%
COC(=O)CSc1nc2ccccc2c(=O)n1C	-2.7	-3%	-2%	-3%	14%	-1%	-6%	-4	-7%
CC1CCc2c(sc(NC(=O)Cn3nc(C(=O)O)c4ccccc4c3=O)c2C#N)C1 (stereo not drawn)	-0.8	-12%	1%	3%	-37%	-20%	-1%	-1	-16%
Cc1cc[n+](-c2[nH]c(=O)sc2/C=N/N=C(\[O-])c2ccncc2)cc1C	-2.6	13%	-17%	-3%	-3%	11%	2%	-2	5%
NC(=O)c1ccc(NC(=O)Cc2ccc(S(=O)(=O)N3CCCCC3)cc2)cc1	0.0	-3%	-8%	-1%[1.84 µM]	11%	21%	1%	?	3%
CCOC(=O)c1cc(C)sc1/N=C/C1C(=O)CCCC1=O	-1.6	-10%	-13%	11%	.	-11%	2%	0	1%
Cc1occc1C(=O)N1CCN(c2ccccc2)CC1	-1.2	0%	-16%	-7%	.	2%	-6%	0	8%
CCOC(=O)C1CCN(C(=O)Nc2ccc3nc(-c4ccco4)c(-c4ccco4)nc3c2)CC1	-0.4	7%	12µM*	6%	?	?	35µM*	-70*	-1%
COc1ccnc(NCc2ccc(Cl)cc2)c1C#N	-0.6	-29%	-5%	0%	-3%	8%	0%	.	-1%
Cc1ccc(-n2nc(C)c3c2OC(N)=C(C#N)C3c2ccc(C)o2)cc1 (stereo not drawn)	-0.7	-10%	-25%	4%	13%	0%	-19%	.	4%
COCC(=O)Nc1c(C(=O)Nc2ccc3c(c2)OCO3)oc2ccccc12	3.3	3%	30µM*	-7%	4%	-6%	-6%	1	-4%
O=[N+]([O-])c1ccc(-c2nc(NCc3ccccc3)c3ccccc3n2)cc1	-3.5	0%	-2%	3%	-27%	?	-9%[57.1 µM]	1	5%
CC1(Cc2ccc(F)cc2)C(=O)Nc2ccc(S(=O)(=O)NC3CCCCC3)cc21 (stereo not drawn)	-0.2	-3%	1%	0%	23%	-8%	-5%	5	-2%
CCOCCCNC(=O)C1CC(=O)N(CCc2ccc(C)cc2)C1 (stereo not drawn)	-0.3	-6%	-16%	-14%	-10%	-4%	2%	2	-11%
CCCCN(C)c1c(C)nc2ccc(C(=O)N3CCN(C(C)=O)CC3)cn12	-0.5	0%	-7%	-1%	-16%	13%	-4%	3	-5%
